From PubChem
PREPL inh: PREPL enzyme inhibitors, primary screen, biochemical, fluorescence polarization; Prolyl endopeptidase-like (Homo sapiens), Q4J6C6; recombinant PREPL, fluorescence polarization activity-based probe; inhibition, % at 5.96 µM; 320,000 compounds, 0.68% hits; AID 2751, 2010; in the data active = inhibition above about 43%;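 also: 0% = enzyme with DMSO and 100% = wells lacking enzyme; many of its hits are not listed in these tables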
GSTO1 inh: inhibitors of recombinant GSTO1, primary screen, counter-screen for RBBP9 inhibitor project, biochemical, fluorescence polarization; Glutathione S-transferase omega-1 (Homo sapiens), P78417; activity-based probe fluorescence polarization; inhibition, % at 5.96 µM; 300,000 compounds, 1.1% hits;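 active = inhibition above the campaign mean inhibition plus 3 SD, cut at about 35% in these data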;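 also: 0% = GSTO1-1 with DMSO and 100% = wells lacking GSTO1-1 enzyme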
Target sequence (P78417 whole entry, looked up): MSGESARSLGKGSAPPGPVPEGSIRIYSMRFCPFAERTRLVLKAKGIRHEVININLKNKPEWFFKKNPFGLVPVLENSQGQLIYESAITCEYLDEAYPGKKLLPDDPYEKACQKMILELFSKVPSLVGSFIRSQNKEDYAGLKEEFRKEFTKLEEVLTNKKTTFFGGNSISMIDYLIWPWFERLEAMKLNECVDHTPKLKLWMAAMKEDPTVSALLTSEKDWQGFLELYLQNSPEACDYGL
pPAFAH FP inh: pPAFAH enzyme inhibitors, primary screen, biochemical, fluorescence polarization, human; Platelet-activating factor acetylhydrolase (Homo sapiens), Q13093; recombinant pPAFAH, FP-rhodamine probe fluorescence polarization; inhibition, % at 3.39 µM; 330,000 compounds, 1.5% hits;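 active = inhibition above the mean inhibition across the screen plus 3 SD, cut at about 25% in these data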;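 also: inhibitors block binding of the rhodamine activity-based probe so polarization drops; 0% = enzyme with DMSO and 100% = wells lacking pPAFAH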
LYPLA2 counter: LYPLA2 inhibitors, primary screen, counter-screen for PME1 inhibitor project, biochemical, fluorescence polarization, FP-Rh probe ABPP. Acyl-protein thioesterase 2 (Homo sapiens), O95372. recombinant LYPLA2. inhibition, % at 5.9 µM. 320,000 compounds, 0.38% hits;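 active = inhibition above the screen-wide mean plus 3 SD, limit set per campaign, cut at about 26% in these data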;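 also: 0% = LYPLA2 with DMSO and 100% = wells lacking LYPLA2 enzyme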
Target sequence (O95372 whole entry, looked up): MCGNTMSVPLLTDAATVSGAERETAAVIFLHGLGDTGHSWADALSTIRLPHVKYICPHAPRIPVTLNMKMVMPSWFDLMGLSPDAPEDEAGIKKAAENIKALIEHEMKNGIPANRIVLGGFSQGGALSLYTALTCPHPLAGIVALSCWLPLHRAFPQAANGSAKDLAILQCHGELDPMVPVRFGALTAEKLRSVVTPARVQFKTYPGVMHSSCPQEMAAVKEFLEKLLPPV
PAFAH1B3 FP inh: PAFAH1B3 enzyme inhibitors, primary screen, biochemical, fluorescence polarization, human; inhibition, % at 3.39 µM; 340,000 compounds, 0.28% hits; recombinant PAFAH1B3, FP-rhodamine probe;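 active = inhibition above the screen-wide average of all tested compounds plus 3 SD, cut at about 25% in these data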;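 also: 0% = enzyme with DMSO only and 100% = wells lacking PAFAH1B3 protein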
Target sequence (Q15102 whole entry, looked up): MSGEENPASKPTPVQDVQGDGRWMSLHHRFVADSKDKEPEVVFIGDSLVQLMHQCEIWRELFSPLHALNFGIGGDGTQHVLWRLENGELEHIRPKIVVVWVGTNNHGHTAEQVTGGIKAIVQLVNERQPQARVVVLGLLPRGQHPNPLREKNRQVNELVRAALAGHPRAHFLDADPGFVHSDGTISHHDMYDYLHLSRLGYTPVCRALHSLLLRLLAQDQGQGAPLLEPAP
PAFAH1B2 inh: PAFAH1B2 enzyme inhibitors, primary screen, biochemical, fluorescence polarization, human. Platelet-activating factor acetylhydrolase IB subunit alpha2 (Homo sapiens), P68402. 340,000 compounds, 1.2% hits. inhibition, % at 3.39 µM. recombinant PAFAH1B2, FP-rhodamine activity probe. AID 492953, 2010;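 active = inhibition above the mean of all tested compounds plus 3 SD, cut at about 24% in these data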;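 also: 0% = enzyme with DMSO and 100% = wells lacking PAFAH1B2; many of its hits are not listed in these tables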
PAD4 inh: human PAD4 inhibitors, primary screen, biochemical, fluorescence polarization, 1536-well format; recombinant PAD4, RCA probe fluorescence polarization; AID 485272, 2010; 330,000 compounds, 0.41% hits; inhibition, % at 6.36 µM;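 active = percent inhibition above a cutoff equal to the mean of all tested compounds plus 3 SD, cut at about 15% in these data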;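 also: 0% = PAD4 with RCA probe and DMSO and 100% = probe without PAD4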
PME-1 inh: PME-1 inhibitors via competitive probe labeling, primary screen, biochemical, fluorescence polarization, FP-Rh probe, HTS | inhibition, % at 5.9 µM | Protein phosphatase methylesterase 1 (Homo sapiens), Q9Y570 | AID 2130, 2009 | 320,000 compounds, 0.53% hits | recombinant PME-1;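 active = inhibition above the campaign mean of all compounds plus 3 SD, cut at about 26% in these data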;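 also: competitive labeling of PME-1 active site by serine hydrolase directed probe; 0% = PME-1 with DMSO and 100% = wells lacking PME-1 enzyme; inhibitors block probe labeling so polarization falls and inhibition rises; many of its hits are not listed in these tables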
LYPLA1 counter: LYPLA1 inhibitors, primary screen, counter-screen for PME1 inhibitor project, biochemical, fluorescence polarization, FP-Rh probe ABPP | Acyl-protein thioesterase 1 (Homo sapiens), O75608 | recombinant LYPLA1 | inhibition, % at 5.9 µM | 320,000 compounds, 0.16% hits;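 active = inhibition above the mean of all tested compounds plus 3 SD, set per campaign, cut at about 14% in these data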;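 also: inhibitors block serine hydrolase probe labeling of LYPLA1 so polarization falls; 0% = enzyme with DMSO and 100% = wells lacking LYPLA1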
Target sequence (O75608 whole entry, looked up): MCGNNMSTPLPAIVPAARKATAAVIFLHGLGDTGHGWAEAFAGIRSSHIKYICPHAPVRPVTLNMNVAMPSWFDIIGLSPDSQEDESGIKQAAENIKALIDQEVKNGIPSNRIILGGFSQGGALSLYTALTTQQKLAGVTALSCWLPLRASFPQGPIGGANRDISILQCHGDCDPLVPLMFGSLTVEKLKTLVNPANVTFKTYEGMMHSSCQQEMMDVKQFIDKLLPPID
An asterisk follows results filed as active; nt = no result given.

Results follow in this order: PREPL inh	GSTO1 inh	pPAFAH FP inh	LYPLA2 counter	PAFAH1B3 FP inh	PAFAH1B2 inh	PAD4 inh	PME-1 inh	LYPLA1 counter
CCOc1ccccc1C(=O)N(Cc1ccco1)C1CCS(=O)(=O)C1 (stereo unspecified)
  11	-11	-2	-5	8	3	-7	2	0
Cc1ccc(C2CC(c3ccco3)n3ncnc3N2)cc1 (stereo unspecified)
  -8	0	2	0	5	-4	-1	0	3
COc1ccc2[nH]c3c(c2c1)CCNC3C1CC=C(C)CC1 (stereo unspecified)
  17	1	5	-3	3	3	0	2	0
CC(C)Oc1ccc(C(CC(=O)O)Cc2ccccc2)cc1 (stereo unspecified)
  8	8	4	-4	12	5	-2	5	-1
CCN(C(=S)NC(=O)C1CCCC1)C1CCCCC1
  -3	13	3	-2	-1	6	-2	0	5
Cc1c(C(=O)N/N=C/c2ccccc2)[nH]c2c([N+](=O)[O-])cccc12
  -8	3	3	-2	0	2	5	0	-4
C(=C(c1ccccc1)c1ccccc1)c1ccccn1
  1	4	-4	-2	5	4	5	-1	3
O=C(NCCc1c[nH]c2ccccc12)/C(=C/c1cccnc1)NC(=O)c1ccco1
  2	2	6	7	5	1	7	-4	2
COc1cc2c(cc1OC)CN(C(=O)c1cc(=O)c3ccccc3o1)CC2
  4	3	3	13	9	-3	-3	0	4
Cc1c(C(=O)N2CCN(c3ccc([N+](=O)[O-])cc3)CC2)sc2ncn(CC(=O)N3CCOCC3)c(=O)c12
  17	12	4	7	5	-5	-2	12	3

Whole records, quoted from the list. Order of values: PREPL inh | GSTO1 inh | pPAFAH FP inh | LYPLA2 counter | PAFAH1B3 FP inh | PAFAH1B2 inh | PAD4 inh | PME-1 inh | LYPLA1 counter
C(=C(c1ccccc1)c1ccccc1)c1ccccn1 across the screens: 1 | 4 | -4 | -2 | 5 | 4 | 5 | -1 | 3
O=C(NCCc1c[nH]c2ccccc12)/C(=C/c1cccnc1)NC(=O)c1ccco1 across the screens: 2 | 2 | 6 | 7 | 5 | 1 | 7 | -4 | 2

New compounds follow:
Results follow in this order: PREPL inh	GSTO1 inh	pPAFAH FP inh	LYPLA2 counter	PAFAH1B3 FP inh	PAFAH1B2 inh	PAD4 inh	PME-1 inh	LYPLA1 counter
c1ccc2c(c1)C(=NC1CCCCC1)NC2=NC1CCCCC1
  20	-4	-4	-2	-4	2	-7	1	0
O=C(CCc1c[nH]c2ccccc12)N1CCCC1
  4	-4	6	2	7	4	-3	0	-1
O=C(Nc1ccccn1)C1CCCN1S(=O)(=O)c1ccc(Cl)cc1 (stereo unspecified)
  -3	0	3	-4	4	1	3	-1	-2
CC(=O)c1ccc(NC(=O)C2Cc3ccccc3CN2C(=O)c2ccccc2)cc1 (stereo unspecified)
  1	5	3	6	13	-6	4	-3	0
Nc1ccc(S(=O)(=O)c2ccccc2)nc1
  5	7	5	10	10	10	1	10	1
Cc1ccc(C(=O)NC(=S)Nc2cccc3c(C)cc(C)nc23)cc1
  -5	5	0	-2	-4	-10	-1	-3	1
O=C(O)CS/C(=C\c1ccc(F)cc1)c1nc2ccccc2s1
  0	1	1	-6	nt	nt	-4	-2	2
Cc1ccc(N2C(=O)c3cccc4c(N)ccc(c34)C2=O)c2cccnc12
  -16	-21	-3	-49	-17	-11	-21	-33	-33
CCCn1c(N)c(N(CCOC)C(=O)C(C)Oc2ccc(F)cc2)c(=O)[nH]c1=O (stereo unspecified)
  -5	4	5	1	4	4	0	1	1
O=C(O)c1cccc(-n2cccc2/C=C\[N+](=O)[O-])c1
  0	2	15	0	-2	1	5	-7	1
Cc1ccc(-c2nc(C#N)c(NCc3cccc4c3OCO4)o2)cc1
  8	4	8	-2	7	0	-2	7	-1
Cc1ccccc1/C=C1\CCCc2ccccc2C1=O
  -4	7	5	1	0	2	-1	0	-1
O=C(CNc1cc(S(=O)(=O)N2CCOCC2)ccc1N1CCCC1)N1CCc2ccccc21
  9	5	3	1	6	1	-2	2	1
CN(CC(=O)Nc1ccccc1Br)C(=O)c1ccccc1-c1nc2ccccc2s1
  -2	-5	-4	0	-4	5	0	13	-1
CCOc1ccc(N(CC(=O)NCc2ccccc2Cl)S(=O)(=O)c2c(C)noc2C)cc1
  -21	10	-6	-2	2	-1	1	-4	-7
Cc1ccc(-n2ncc3c2CCCC3NC(=O)CCC2=NNC(=O)CC2)cc1C (stereo unspecified)
  -3	8	8	4	1	-2	-7	2	1
Cc1ccc(N2C(=O)c3ccccc3C2C(=O)c2cc(C)ccc2O)cc1 (stereo unspecified)
  0	35*	13	-8	-8	-3	5	-3	-3
O=C(CCc1nnc(-c2ccc(-c3ccccc3)cc2)o1)N1CCCCC1
  37	6	-1	-4	6	10	0	-6	-9
CN(C(=O)c1cccc(NC(=O)Cc2cccc([N+](=O)[O-])c2)c1)C1CCCC1
  -7	nt	1	nt	3	6	-2	nt	nt
COc1ccc(NC(=O)c2ccc3c(c2)CCN3S(=O)(=O)c2ccccc2)c(OC)c1
  1	-5	8	8	-1	4	3	11	-2

12 entries already listed, sorted by SMILES length, smallest number first.
Results follow in this order: PREPL inh	GSTO1 inh	pPAFAH FP inh	LYPLA2 counter	PAFAH1B3 FP inh	PAFAH1B2 inh	PAD4 inh	PME-1 inh	LYPLA1 counter
Nc1ccc(S(=O)(=O)c2ccccc2)nc1
  5	7	5	10	10	10	1	10	1
Cc1ccccc1/C=C1\CCCc2ccccc2C1=O
  -4	7	5	1	0	2	-1	0	-1
O=C(O)CS/C(=C\c1ccc(F)cc1)c1nc2ccccc2s1
  0	1	1	-6	nt	nt	-4	-2	2
Cc1ccc(-c2nc(C#N)c(NCc3cccc4c3OCO4)o2)cc1
  8	4	8	-2	7	0	-2	7	-1
Cc1ccc(C(=O)NC(=S)Nc2cccc3c(C)cc(C)nc23)cc1
  -5	5	0	-2	-4	-10	-1	-3	1
O=C(CCc1nnc(-c2ccc(-c3ccccc3)cc2)o1)N1CCCCC1
  37	6	-1	-4	6	10	0	-6	-9
Cc1ccc(N2C(=O)c3ccccc3C2C(=O)c2cc(C)ccc2O)cc1 (stereo unspecified)
  0	35*	13	-8	-8	-3	5	-3	-3
Cc1ccc(-n2ncc3c2CCCC3NC(=O)CCC2=NNC(=O)CC2)cc1C (stereo unspecified)
  -3	8	8	4	1	-2	-7	2	1
CN(CC(=O)Nc1ccccc1Br)C(=O)c1ccccc1-c1nc2ccccc2s1
  -2	-5	-4	0	-4	5	0	13	-1
CCCn1c(N)c(N(CCOC)C(=O)C(C)Oc2ccc(F)cc2)c(=O)[nH]c1=O (stereo unspecified)
  -5	4	5	1	4	4	0	1	1
O=C(CNc1cc(S(=O)(=O)N2CCOCC2)ccc1N1CCCC1)N1CCc2ccccc21
  9	5	3	1	6	1	-2	2	1
CN(C(=O)c1cccc(NC(=O)Cc2cccc([N+](=O)[O-])c2)c1)C1CCCC1
  -7	nt	1	nt	3	6	-2	nt	nt

Remaining list, next part:
Results follow in this order: PREPL inh	GSTO1 inh	pPAFAH FP inh	LYPLA2 counter	PAFAH1B3 FP inh	PAFAH1B2 inh	PAD4 inh	PME-1 inh	LYPLA1 counter
CCOC(=O)c1oc2ccccc2c1CN1CCCCC1
  2	7	4	-7	3	7	0	0	-4
CCOC(=O)CCCNC(=O)CCNC(=O)c1ccc(OCC)cc1
  3	-7	7	4	6	-4	0	3	-4
Cc1cc(C)c2c(CN3CCN(CCO)CC3)cc(=O)oc2c1
  23	1	4	3	9	6	6	-8	-2
COc1ccc(C(=O)Nn2c(SCC(=O)N3CCC(C)CC3)nc3ccccc3c2=O)cc1
  3	-2	-2	-1	4	7	0	-2	3
O=C(CCn1cncn1)N1CCCC(N2CCN(c3cccc(C(F)(F)F)c3)CC2)C1 (stereo unspecified)
  6	-3	4	12	-2	2	1	3	-2
COc1cccc(NC(=O)COC(=O)C2CCCCC2)c1
  6	nt	7	nt	8	7	0	nt	nt
CCOc1ccccc1NC(=O)CSC1=NN2CCCC(=O)N=C2S1
  -7	4	5	-4	3	0	5	0	0
COC(=O)c1ccc(CSc2nc3ccccc3c(=O)n2Cc2ccco2)o1
  8	-12	-1	1	3	0	1	-14	-8
CC(C)C[C@H](CO)Nc1nc(N(C)c2cccc(Cl)c2)c2ncn(C(C)C)c2n1
  12	3	13	3	8	15	4	1	3
CSCCC(NC(=O)c1ccco1)C(=O)OCc1cc([N+](=O)[O-])cc2c1OCOC2 (stereo unspecified)
  4	-2	4	-1	-6	0	-1	4	0
O=C(Nc1cnccn1)c1csc2ccccc12
  -6	3	0	0	-2	2	4	-4	-2
O=C(COc1cc2oc(=O)c3c(c2cc1Cl)CCC3)NCCCN1CCCC1=O
  6	6	0	0	3	3	-4	2	0
CC1(C)CC(=O)C(/C=N/c2ccccn2)=C(O)C1
  16	8	-2	4	18	9	-2	0	3
CNC(=O)c1nn(-c2ccc(C)cc2)ccc1=O
  -5	5	5	-5	4	2	1	-4	-3
COc1ccc(OC)c(NC(=O)CSc2ccccc2)c1
  -12	-6	-1	7	10	11	-2	-4	2
CC1(c2ccc3c(c2)OCCO3)NC(=O)N(CC(=O)Nc2c(F)cccc2F)C1=O (stereo unspecified)
  2	nt	1	0	3	4	-2	-1	0
O=C(CN1c2cccc3cccc(c23)S1(=O)=O)NCc1ccc(F)cc1
  11	nt	13	nt	-1	6	2	nt	nt
O=C1NC2(CCCCC2)C(=O)N1c1cccc(Cl)c1
  7	-1	4	-3	0	7	-9	-6	-2
Cn1cccc1C(=O)OCC(=O)NCc1cccs1
  0	nt	6	nt	0	5	-1	nt	nt
CC(=O)c1cccc(NC(=O)COC(=O)c2cccc(N3C(=O)c4ccccc4C3=O)c2)c1
  -12	-1	1	-1	6	-1	-3	-4	-9
COc1ccc(-c2ccc(SCc3ccccn3)nn2)cc1OC
  1	5	1	-9	2	-2	-4	-3	-3
O=C(OCC1CC(c2ccccc2)=NO1)c1ccc(Br)cc1 (stereo unspecified)
  -7	-2	14	6	-1	2	5	1	4
CCc1ccc(NC(=O)c2cc(-c3ccco3)on2)cc1
  17	1	4	-5	-5	-3	-2	-11	-8
COc1ccc(-c2sc(Nc3ccccc3)n[n+]2-c2ccccc2)cc1Br
  -21	-3	3	0	13	1	-5	0	-3
CCOC(=O)[C@@H]1[C@H]2COc3ccc(Br)cc3[C@@H]2N2C(=O)N(c3ccc(C(F)(F)F)cc3)C(=O)[C@]12C
  -34	-2	1	-9	0	5	1	0	-4
Cc1cccc(C(=O)Nc2sc(-c3ccccc3)cc2C(=O)O)c1
  15	-38	34*	6	9	33*	-4	25	2
CN(Cc1ccccc1)C(=O)CSc1n[nH]c(N)n1
  19	-3	1	0	7	2	-3	4	-1
C=CCOC(=O)C1=C(C)NC(SCC(=O)N(CC)CC)=C(C#N)C1c1ccccc1 (stereo unspecified)
  -12	3	5	4	6	-1	0	10	-1

Some of the compounds tested; rates above refer to the full screens.
